# RmlC RmlD mix – mixture blocks RmlC and RmlD coupled enzyme activity | RmlC/RmlD coupled enzyme inhibition, 384-well mixture HTS | inhibition, % at 5.5 µM | 110,000 tested, 0.39% active | AID 1532; in the data active means inhibition above about 30%, passing the limit was not always enough; inconclusive means no clear call, values can overlap the other calls; further: strong numbers were not always called active
# HIV RNase H inh – inhibitors of HIV-1 reverse transcriptase RNase H. AID 565. P04585. 65,000 tested, 1.9% active. inhibition, % at 10 µM. RT-RNase H RNA/DNA duplex cleavage, fluorescence; in the data active means inhibition above about 50%
# The depositor's hits bear a star; ? = inconclusive; nt = no result given. The list is partial, so the mix of outcomes need not match the whole.
SMILES,RmlC RmlD mix,HIV RNase H inh
CC(OC(=O)CNC(=O)c1ccc2c(c1)OCO2)C(=O)NCCC1=CCCCC1 (centres undefined),-19.5,16.8
Cc1nnc(SCc2ccccc2C#N)n1-c1ccccc1,-6.2,-20.7
CCCCC(=O)Nc1ncc2c(n1)CC(C)(C)CC2=O,2.2,-7.7
COc1ccccc1CC1(C)NC(=O)N(CC(=O)N2CC(C)OC(C)C2)C1=O (centres undefined),-0.4,-2.1
CN(CC(=O)Nc1nc2ccccc2s1)S(=O)(=O)c1ccc(Cl)cc1,-16.4,nt
O=C(c1cc(-c2ccc(Cl)c(Cl)c2)on1)N1CCN(c2ccccc2)CC1,7.6,49.7
CCc1ccc2c(COC(=O)c3n[nH]c4ccccc34)cc(=O)oc2c1,7.5,-3.0
COC(=O)NNC(=O)c1ccccc1C,19.6,nt
CCn1nnnc1-c1ccc(OC)c(S(=O)(=O)NCc2ccccc2)c1,11.8,-10.0
Cc1ccc(CNC(=O)C2(C)Oc3ccccc3NC2=O)cc1 (centres undefined),-7.3,nt
Fc1ccccc1CCNc1nnnn1-c1ccccc1,0.9,-3.1
COc1ccc(-c2csc(Nc3ccc(S(N)(=O)=O)cc3)n2)cc1,18.7,nt
O=C1C=Cc2ccccc2C1=O,-33.9,94.9*
CCCN(CCC)S(=O)(=O)c1ccc(C(=O)O)cc1,8.2,-12.3
O=C(CN1C(=O)C2CC=CCC2C1=O)Nc1nc2ccccc2[nH]1 (centres undefined),6.4,6.5
COc1ccc(N2C(=O)CC(NCc3cccc(F)c3)C2=O)cc1 (centres undefined),-5.4,-3.8
Clc1ccc(C2=Nn3c(nnc3-c3cccnc3)SC2)s1,31.5,-27.1
Cc1nc(SCC(=O)Nc2ccnc3ccccc23)n[nH]1,-16.7,-11.8
COC(=O)C1=C(N)c2c(F)cccc2C1(C#N)c1ccc(F)cc1 (centres undefined),-13.8,nt
Cc1ccccc1OCc1nnc(SCC(=O)Nc2ccc3c(c2)OCO3)n1C,12.6,-5.3
NC(=O)Cn1c(=O)n(Cc2ccco2)c(=O)c2c3c(sc21)CCCCC3,-12.8,nt
COc1ccc(N2C(=O)CC(N3CCC(O)(c4ccc(Br)cc4)CC3)C2=O)cc1 (centres undefined),-14.4,nt
COc1cc(C2N(c3cc(C)on3)C(=O)C3CCCN32)cc(OC)c1OC (centres undefined),-3.0,-19.6
Clc1ccccc1Cn1nnc2c(NCC3CC3)ncnc21,6.8,-20.4
COc1ccccc1Nc1nc(-c2sc(NC(=O)c3ccccc3)nc2C)cs1,-32.8,nt

# In the list so far, these have fluorine.
SMILES,RmlC RmlD mix,HIV RNase H inh
Fc1ccccc1CCNc1nnnn1-c1ccccc1,0.9,-3.1
COc1ccc(N2C(=O)CC(NCc3cccc(F)c3)C2=O)cc1 (centres undefined),-5.4,-3.8
COC(=O)C1=C(N)c2c(F)cccc2C1(C#N)c1ccc(F)cc1 (centres undefined),-13.8,nt

# (list continues)
SMILES,RmlC RmlD mix,HIV RNase H inh
CC(=O)Nc1ccc(S(=O)(=O)N2CCc3c(Cl)cccc3C2)cc1,14.7,nt
O=P1(Nn2cnnc2)C=C(c2ccccc2)OC(c2ccccc2)=C1,-6.5,-3.0
CCC(CO)NC(=O)c1cccc(S(=O)(=O)N2c3ccccc3CC2C)c1 (centres undefined),1.9,-7.8
C/C(=N/NC(=O)c1ccc2c(c1)OCO2)c1cccc(NC(=O)C(C)(C)C)c1,-3.9,nt
CCOC(=O)n1c(SCC(=O)N(CC)CC)nc2ccccc21,29.7,-16.0
Fc1cc(Br)ccc1Nc1nc2ccccc2n2nnnc12,-10.5,39.9
O=C1C=C(c2ccc(F)nc2)CCC1,12.2,nt
COC(=O)/C(=C/c1c[nH]c2ccccc12)[N+](=O)[O-],34.7,nt
NC(=O)CSc1c[nH]c2ccccc12,-12.0,-5.3
COc1cc(C2N=C(c3ccccc3)NO2)cc(Br)c1O (centres undefined),-3.1,-5.3
COc1ccc(-c2cc(CNC(C)=O)on2)cc1,3.5,nt
CSCC[C@@H](C(=O)Nc1ccc2c(c1)OCCO2)N1Cc2ccccc2C1=O,-10.8,-1.6
Nc1nnc(SCc2ccc(Cl)cc2)s1,12.7,nt
CCOC(=O)c1c(C)c(C(=O)NCCCN2CCCC2=O)c(C)n1CC,-7.1,-2.4
O=C(Oc1cccc(-n2cnnn2)c1)c1sc2ccccc2c1Cl,-7.0,-17.9
COc1cccc(-c2cc(C(=O)Nc3cnn(Cc4ccc(F)cc4)c3)no2)c1,4.0,5.2
CCC1CCCCN1Cc1nc2c(c(=O)n(C)c(=O)n2C)n1Cc1ccccc1 (centres undefined),5.9,-11.1
O=C(NC1CCCC1)C(c1ccncc1)N(CC1CCCO1)C(=O)Cn1nnc(-c2cccs2)n1 (centres undefined),-9.2,nt
CCNc1nc(NCC)n2c(SCc3ccc(F)cc3)nnc2n1,3.9,-3.8
CCOC(=O)C(=O)/C(=C\N(C)C)c1onc(-c2c(Cl)cccc2Cl)c1C(=O)OC,-234.3,nt
O=C(Nc1cccnc1)c1ccc(COc2ccccc2Cl)o1,-8.2,nt
CCC(=O)Nc1cc(C)c(NC(=O)C23CC4CC(CC(C4)C2)C3)cn1,-11.0,-0.6
CCOC(=O)c1sc(NC(=O)c2cc(-c3ccc(C)cc3)nc3ccccc23)c(C#N)c1C,6.6,nt
Cn1cc(SCC(=O)Nc2nccs2)c2ccccc21,8.6,nt
CCn1c(SCC(=O)c2ccc(NS(=O)(=O)c3ccccc3)cc2)nnc1-c1cccs1,-8.8,45.4
SMILES,RmlC RmlD mix,HIV RNase H inh
COCCn1nnnc1C(c1cc(OC)ccc1OC)N1CCc2ccccc2C1 (centres undefined),-10.6,-5.6
C=C(C)C(=O)Nc1cccc(C2=NOC3(C2)C[C@@H](C(N)=O)N(C(=O)CC(c2ccccc2)c2ccccc2)C3)c1 (some centres undefined),2.3,nt
COc1ccc2nc(/N=C\N(C)C)sc2c1,5.0,-9.9
O=C(NCC(c1cccnc1)N1CCOCC1)Oc1ccccc1 (centres undefined),8.2,2.8
COC(=O)C(C(=O)OC)C(C[N+](=O)[O-])c1ccc(OC)cc1 (centres undefined),-1.6,nt
CCOc1ccc(/C(O)=C2/C(=O)C(=O)N(Cc3cccnc3)C2c2ccc(N(C)C)cc2)c(C)c1 (centres undefined),-6.7,-10.4
CN(C)/C=C/C=C1C(=O)CCCC1=O,-15.0,nt
COC(=O)[C@@H]1C[C@@]2(O)[C@H](O)[C@H](O)[C@H](O)C[C@H]2N1Cc1ccc(C(F)(F)F)cc1,-8.6,nt
COC(=O)c1cccc(NC(=S)NCCC2=CCCCC2)c1,-7.6,nt
Cc1ccc2oc(=O)c3cnn(CC(=O)N4CCN(c5ccccn5)CC4)c3c2c1,-12.1,-15.7
CC(=O)N1CCCc2cc(S(=O)(=O)N(C)CCC#N)ccc21,-14.0,-19.5
O=C(Nc1ccc2c(c1)oc1ccccc12)c1ccncc1,4.1,-1.2
Cc1ccc(C)c2sc(NC(=O)c3ccc(N4C(=O)CCC4=O)cc3)nc12,-9.3,nt
CC(C)Sc1nc2c(cnn2-c2ccccc2)c(=O)[nH]1,3.9,-23.9
O=C1CC2(CCCCC2)Oc2ccc(O)cc21,-16.5,0.1
C#CCOCCOCCOCCNc1nc(N2CCN(C(=O)C(Cc3ccc(O)cc3)n3cc(C(N)CC(C)C)nn3)CC2)nc(N2CCN(C(=O)C(Cc3cc4ccccc4[nH]3)n3cc(C(N)Cc4ccc(O)cc4)nn3)CC2)n1 (centres undefined),4.3,nt
COCCNC(=O)c1ccc(CS(=O)(=O)c2ccc(C)cc2)o1,2.8,0.6
COc1ccc(-c2csc(C)n2)cc1OC,13.2,nt
CCO[C@H]1OC(C(=O)O)=C[C@@H](c2ccccc2)[C@@H]1CCCO,-10.9,nt
CN(C)c1ccc(C2C3C(=O)NC(=O)C3ON2c2ccc(Cl)cc2)cc1 (centres undefined),3.5,3.3
Cc1ccc(S(=O)(=O)NCc2cccnc2)s1,-4.8,nt
Cc1cccc(CSc2nc3c(cc2C#N)CCC3)c1,30.0,nt
CCOC(=O)C1CCCN(C(=O)/C=C/c2cccc([N+](=O)[O-])c2)C1 (centres undefined),3.9,nt
Cc1ccc(-c2nc3ccccc3[nH]2)cc1N,2.6,nt
Cc1c(/C(O)=C2\C(=O)C(=O)N(CCN(C)C)C2c2ccco2)cnn1-c1ccccc1 (centres undefined),8.0,nt
SMILES,RmlC RmlD mix,HIV RNase H inh
Cc1ccc(-n2nc(C)c3c(C)c(CCC(=O)NC(C)c4ccccc4)c(C)nc32)cc1 (centres undefined),13.4,nt
Cc1cc(-n2nc(C)cc2C)n2ncc(-c3ccccc3)c2n1,-8.9,-5.2
COc1cc2c(cc1OC)C(c1cccs1)N(C(=O)C(C)C)CC2 (centres undefined),-4.0,nt
CCNC(=S)Nc1cccc(Cl)c1C,-13.1,nt
Cc1ccc(-c2cc(C(=O)NCc3ccco3)no2)cc1,13.1,0.9
CCCC(c1nnnn1Cc1ccccc1)N1CCC(C(N)=O)CC1 (centres undefined),-13.5,1.4
CCOC(=O)c1cc2ccccc2nc1C,9.3,-8.4
CCC(C)NC(=O)C1CCCCN1S(=O)(=O)c1ccc(F)cc1 (centres undefined),31.1,nt
CC(C)(C)C(=O)NC(=S)Nc1cc(C(=O)O)ccc1Cl,1.5,nt
COc1cc(C(c2nnnn2C(C)(C)C)N2CCN(c3nc4ccccc4s3)CC2)ccc1O (centres undefined),-3.6,14.9
C=CCc1cccc(/C=N/c2nc3ccccc3n2CC)c1O,-2.7,-5.4
COc1ccc(-c2nn(-c3ccccc3)cc2C#N)cc1,20.8,nt
CN(C)S(=O)(=O)N1CCN(C(=O)c2ccccc2Cl)CC1,-4.2,-5.5
CCCCn1c(N)c(C(=O)OCC2CCCO2)c2nc3ccccc3nc21 (centres undefined),61.8,8.0
CN(C)Cc1nc2c([nH]1)c(=O)n(C)c(=O)n2C,10.2,-1.4
Cc1ccc2c(c1)cc(C)c1nnc(SCC(=O)NCc3ccco3)n12,-7.5,-12.6
COc1cccc2sc(Nc3nnc(-c4cccs4)o3)nc12,-3.2,3.0
CC(C)=CCC/C(C)=C/CN(CC(C)O)CC(C)O (centres undefined),5.9,4.4
Cc1cc(C)n(-c2nncn2/N=C/c2ccccc2F)n1,-9.8,0.9
COCc1cc(C)nc2sc(C(=O)OC(C)C)c(N)c12,-51.0,-36.2
CC(=O)C1=C(C)NC(SCC(N)=O)=C(C#N)C1c1sccc1C (centres undefined),8.1,nt
CCOC(=O)N1CCC(Nc2c(N3CCN(c4cccc(C(F)(F)F)c4)CC3)c(=O)c2=O)CC1,-2.8,-19.8
Cc1ccc(C)n1-c1sccc1C(=O)O,13.8,nt
CCn1c(C)cc2c(c1=O)C(c1ccccc1)C(C(=O)OC)=C(N)O2 (centres undefined),-6.6,nt
COC(=O)c1[nH]c2cc(OC)ccc2c1NC(=O)c1ccc2c(c1)OCO2,-8.7,6.1

# Next part; it opens with the seven that closed the last part.
SMILES,RmlC RmlD mix,HIV RNase H inh
Cc1cc(C)n(-c2nncn2/N=C/c2ccccc2F)n1,-9.8,0.9
COCc1cc(C)nc2sc(C(=O)OC(C)C)c(N)c12,-51.0,-36.2
CC(=O)C1=C(C)NC(SCC(N)=O)=C(C#N)C1c1sccc1C (centres undefined),8.1,nt
CCOC(=O)N1CCC(Nc2c(N3CCN(c4cccc(C(F)(F)F)c4)CC3)c(=O)c2=O)CC1,-2.8,-19.8
Cc1ccc(C)n1-c1sccc1C(=O)O,13.8,nt
CCn1c(C)cc2c(c1=O)C(c1ccccc1)C(C(=O)OC)=C(N)O2 (centres undefined),-6.6,nt
COC(=O)c1[nH]c2cc(OC)ccc2c1NC(=O)c1ccc2c(c1)OCO2,-8.7,6.1
NCCCN1CCOCC1,4.2,nt
Cc1cc(NC(=O)c2oc3ccccc3c2C)ccc1-n1cnnn1,13.9,-27.5
COc1ccc(CC2c3cc(OC)c(OC)cc3CCN2C)cc1O (centres undefined),-1.6,nt
Cn1c(-c2c(N)n(CCc3ccccc3)c3nc4ccccc4nc23)nc2ccccc21,5.8,nt
CCCC(=O)Nc1sc(C)c(-c2ccc(C(C)CC)cc2)c1C#N (centres undefined),-27.0,nt
CCc1nc2ccccc2c(=O)n1NC(=O)c1c(O)c2ccccc2[nH]c1=O,-16.8,-16.5
O=C(CSc1ccc(Cl)cc1)c1ccco1,-9.4,19.4
COCc1nn2c(N)c(C#N)cnc2c1-c1ccccc1,7.7,-14.9
Cc1ccc(C(=O)Nc2ccccc2-c2ccccc2)cc1S(=O)(=O)Nc1cccc(C)c1C,-5.9,nt
CCOC(=O)c1c[nH]c2c3c(ccc2c1=O)CCCC3,4.5,-0.1
O=C(CCNC(=O)c1ccccc1Cl)Nc1ccc2c(c1)OCO2,?,nt
CC(=O)OC1(c2ccc(C)cc2)CN2CCC1c1ccccc12 (centres undefined),9.6,-1.6
C/C(N)=C(/C#N)C(=O)CSc1nnnn1-c1ccc(C)cc1C,2.8,-55.7
Cc1ccc(C(=O)O)c(C(=O)Nc2nc(C)cs2)c1,-0.3,-6.3
Cn1nnnc1SCC(=O)N1CCCc2ccccc21,-12.5,nt
O=C(NCCc1ccccn1)c1ccc(S(=O)(=O)N2CCCCCC2)cc1,-14.6,8.3
O=C1C=C(O)CC(c2ccco2)C1 (centres undefined),10.2,0.1
O=S(=O)(Nc1ccc2c(c1)OCCO2)c1cccs1,4.0,1.4
N#C/C=C(/N)N1CCN(c2ccc(Cl)c(Cl)c2)CC1,-2.2,nt
COc1ccc(Nc2oc(-c3ccc(Cl)cc3)nc2C#N)cc1,58.2,nt
CCOc1ccc(-c2n[nH]c(C)c2Oc2ccccc2OC)c(O)c1,5.9,5.2
CCOc1ccc(NC(=O)CN2CCN(C3c4ccccc4-c4ccccc43)CC2)cc1,3.8,nt
CCCCSc1nnc(-c2ccccc2N)c(=O)[nH]1,6.3,-16.7
C/C=C\C=C/C(=O)Nc1cccc(C2=NOC3(C2)C[C@H](C(N)=O)N(C(=O)c2ccc(OC)cc2)C3)c1 (some centres undefined),1.8,nt
CC(C)CNS(=O)(=O)c1ccc(CCC(=O)N2CCN(Cc3ccccc3)CC2)cc1,5.1,-8.1
Cc1ccccc1NC(=O)C(C)c1cccc(C(=O)c2ccccc2)c1 (centres undefined),-9.8,nt

# Screening results from PubChem BioAssay.
